Hck Nef HTS = human Hck-Nef kinase inhibition; inhibition, % at 20 µM; Recombinant Hck-YEEI plus Nef, Z-Lyte FRET kinase assay; 220,000 compounds, 0.68% hits; P08631;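 active = Hck-Nef kinase inhibition above about 50%, limit read from the data; inactive = inhibition below that limit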;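 note: 0% = DMSO with Hck plus Nef and 100% = Hck alone without Nef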
TbHK1 inh = T. brucei hexokinase 1 inhibition; inhibition, % at 10 µM; recombinant TbHK1, G6PDH-coupled NADH A340; 220,000 compounds, 0.11% hits;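 active = inhibition of 50% or more in the single-dose primary screen; inactive = inhibition below 50%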
Runt-CBFb FRET = inhibitors of human RUNX1 Runt domain binding to CBFb. Q01196+Q13951. Cerulean-Runt/Venus-CBFb FRET ratio 530/480, 1 h. inhibition, % at 20 µM. 220,000 compounds, 0.46% hits. AID 1496;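 active = inhibition over about 50% at 20 µM in the single-dose screen, limit read from the data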;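 note: 0% = DMSO wells and 100% = excess unlabeled CBFb competitor control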
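Schedule: protein complex preformed 1 h, compound exposure 1 h, room temperature, dark; test system: Cerulean-labeled Runt domain protein; amount: 100 nM per protein; buffer or medium: Tris 50 mM pH 7.5, KCl, K2SO4, 0.01% BSA; read-out: loss of energy transfer signal; detection: FRET fluorescence; controls: 5 µM unlabeled CBFb as full-inhibition high control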
14-3-3 Bad PPI = disrupts binding of bovine 14-3-3 zeta to phospho-Bad peptide | P63103 | TR-FRET 14-3-3zeta/Dy647-pBad peptide displacement, 1 h | inhibition, % at 21.7 µM | 220,000 compounds, 0.71% hits;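 active = inhibition above about 70%, limit read from the data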;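 note: 0% = full 14-3-3 plus peptide FRET controls and 100% = background without 14-3-3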
Target sequence (P63103 whole entry, looked up): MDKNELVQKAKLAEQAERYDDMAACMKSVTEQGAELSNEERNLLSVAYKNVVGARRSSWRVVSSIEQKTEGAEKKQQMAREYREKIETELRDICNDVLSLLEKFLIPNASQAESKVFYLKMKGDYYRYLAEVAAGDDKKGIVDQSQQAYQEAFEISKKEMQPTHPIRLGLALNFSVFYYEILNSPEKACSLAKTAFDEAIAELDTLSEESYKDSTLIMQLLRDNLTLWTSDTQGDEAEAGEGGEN
Runt-SMMHC FRET = Runt domain-CBFb-SMMHC interaction inhibition. 220,000 compounds, 0.74% hits. AID 1434. inhibition, % at 20 µM. Q01196+Q13951. Cerulean-Runt/Venus-CBFb-SMMHC FRET ratio 530/480, 1 h;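 active = mean inhibition across duplicate retests at 20 µM reaching about 50%, limit read from the data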;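 note: 0% = DMSO wells and 100% = wells with excess untagged CBFb-SMMHC; inhibitors lower the FRET ratio by blocking Runt binding to CBFb-SMMHC; some results filed as inactive read as strong as hits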
Mdm2 ligase inh = Mdm2 E3 ligase (human) inhibition; Q00987; cell-based MDM2 ubiquitination luciferase reporter, 2 h; 0 = plate control, 100 = twice control, blank-subtracted; signal enhancement, % at 5 µM; 210,000 compounds, 0.11% hits; AID 1230;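 active = signal enhancement of 30% or more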;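 note: luminescence tracks abundance of the self-degrading MDM2-luciferase fusion protein; higher signal means inhibition of MDM2 E3 ligase activity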
Target sequence (Q00987 whole entry, looked up, the tested form may be a part): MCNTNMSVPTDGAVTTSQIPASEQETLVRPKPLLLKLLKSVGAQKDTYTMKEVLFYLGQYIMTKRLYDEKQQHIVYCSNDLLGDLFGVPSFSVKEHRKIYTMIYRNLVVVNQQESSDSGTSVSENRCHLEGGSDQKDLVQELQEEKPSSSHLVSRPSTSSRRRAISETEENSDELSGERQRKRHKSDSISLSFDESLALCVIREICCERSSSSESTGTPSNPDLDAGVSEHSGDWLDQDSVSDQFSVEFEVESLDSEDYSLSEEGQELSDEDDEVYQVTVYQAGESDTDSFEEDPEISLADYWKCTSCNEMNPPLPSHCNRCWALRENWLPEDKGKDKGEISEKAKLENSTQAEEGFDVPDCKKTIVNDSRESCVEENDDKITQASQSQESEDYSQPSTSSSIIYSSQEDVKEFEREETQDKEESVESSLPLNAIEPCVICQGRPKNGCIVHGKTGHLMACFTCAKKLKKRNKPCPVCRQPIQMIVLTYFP
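Material: stable MDM2–luciferase fusion reporter cells / Quantity: 2000 cells/well / Dosing: single 5 µM compound dose, 0.2% final DMSO / Buffer or medium: DMEM / Schedule: 4 h cell settling then 2 h compound exposure, 37 °C / Detection: luminescence with SteadyLite reagent, 15 min at room temperature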
zVAD death inh = L929 zVAD cell death inhibition | viability rescue, % at 10 µM | AID 1377 | 220,000 compounds, 0.38% hits | L929 zVAD necroptosis rescue, ATP luminescence, 24 h; with zVAD 60 µM;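 active = activation, scaled between plate controls, above about 75%, limit read from the data; inactive = activation under that limit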;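 note: 0% = zVAD with DMSO and 100% = DMSO alone without zVAD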
p47phox inh = blocks human p47phox regulatory protein of NADPH oxidases | P14598 | p47phox/p22phox peptide binding, fluorescence polarization, 2 h | inhibition, % at 24.7 µM | 220,000 compounds, 0.53% hits | AID 1274;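 active = inhibition above about 30%, limit read from the data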;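 note: 0% = p47phox with labelled peptide and 100% = labelled peptide alone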
EBV gp42 block = blocks Epstein-Barr virus glycoprotein 42 binding. 220,000 compounds, 0.42% hits. inhibition, % (tested at 21.74 µM). Fluorescence polarization binding assay, mP read-out. Q1HVG2. AID 1085; in the data active = inhibition above about 50%
Target sequence (Q1HVG2 whole entry, looked up): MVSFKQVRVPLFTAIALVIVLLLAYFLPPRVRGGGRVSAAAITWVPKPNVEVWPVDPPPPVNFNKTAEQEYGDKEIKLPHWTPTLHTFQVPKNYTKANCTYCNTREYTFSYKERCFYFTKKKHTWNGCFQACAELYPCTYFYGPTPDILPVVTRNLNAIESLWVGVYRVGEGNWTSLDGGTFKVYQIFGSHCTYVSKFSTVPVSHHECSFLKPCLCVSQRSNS
* hit, by the source's call; nt = not tested or not shown; [ ] = remark or other dose.

Values run as follows: Hck Nef HTS, TbHK1 inh, Runt-CBFb FRET, 14-3-3 Bad PPI, Runt-SMMHC FRET, Mdm2 ligase inh, zVAD death inh, p47phox inh, EBV gp42 block
COCCn1c(-c2cc(OC)c(OC)c(OC)c2)nc2oc3cc(OC)ccc3c(=O)c2c1=O
  9, -42, 2, 6, -2, -3, 1.1, -1, -11
CCOC(=O)N1CCN(C(=O)C(C)SCc2ccccc2)CC1 (centres undefined)
  2, 2, 0, -5, 5, 13, -0.2, -13, -8
c1ccc2c(Oc3ccc4c(c3)OCO4)nncc2c1
  3, 4, -2, 0, -1, -19, 0.6, -12, -14
N#Cc1ccc(C(=O)Nc2cccc3ncccc23)c(F)c1
  2, 1, 1, -9[fluorescence artefact?], -6, -31, 0.3, -4, -3
CCCc1cc(=O)n2[nH]c(NCc3c(F)cccc3Cl)nc2n1
  0, -1, 2, -2, 2, -16, -0.1, 0, 5
CCCCOC(=O)C1=C(C)NC2(O)c3ccccc3C(=O)C12O (centres undefined)
  3, -1, 2, 14, 2, 5, 0.2, -9, -14
COc1cccc(OC)c1C(=O)n1nc(C)cc1C
  -1, -4, 0, -5, -1, -20, 0.3, -9, -3
CC(C)CC(=O)NC(=S)N1CCCCCC1
  1, 4, -4, -9[fluorescence artefact?], 1, 2, -0.2, -1, -5
CCCCn1nnnc1SCC(=O)Nc1ccc(F)cc1
  0, 4, 0, 2, 0, 11, -0.1, -1, -3
CC(C)C[C@H](NC(=O)c1nc[nH]c1C(=O)NC1CCN(C(=O)OC(C)(C)C)CC1)C(=O)OC(C)(C)C
  -4, -6, -7, -13, -3, nt, -0.3, nt, -6
COC(=O)C1CCC(C)(C(=O)Nc2ccccc2)C1(C)C (centres undefined)
  -1, 8, -4, -3, -4, -13, -0.3, -6, 1
C=CC1C(OC2OC(CO)C(O)C(O)C2O)OC=C(C(=O)OC)C1CC1CC(=O)CC(CC(=O)CCc2ccc(O)cc2)O1 (centres undefined)
  31, 6, 3, -3, -1, -22, 0.2, 4, -14
CCOC(=O)C(Cc1ccccc1)NC(=O)Cn1nnc(-c2ccc(SC)cc2)n1 (centres undefined)
  1, -4, -1, -6, -2, 0, 0.1, -15, -14
Oc1ccc(-c2nc3c4c(ncn3n2)-c2ccccc2CC42CCCC2)cc1
  1, 0, -6, -3[fluorescence artefact?], -4, -8, 0.5, -17, -13
CCN(CC)c1ccc(NC2=C(Cl)C(=O)c3ccccc3C2=O)cc1
  2, -3, 5, 3, 2, -6, 3.5, 35*, -36
Cc1nc(SCC(=O)c2cc3ccccc3oc2=O)c(C#N)c(-c2cccs2)c1C(=O)Nc1ccccc1
  42, -10, nt, -16, -5, -9, 2.5, 12, -11
COc1ccccc1CNC(=O)c1cccs1
  -1, 2, 0, -5[fluorescence artefact?], 1, -9, 0.5, -1, -22
CCOC(=O)c1cc(C)sc1/N=C/C1C(=O)CCCC1=O
  3, -6, 12, -2, -3, -17, 2.8, -10, -12
Cc1ccc(/C=N/N2CCN(c3ccncc3S(=O)(=O)N3CCCCC3)CC2)cc1
  -22, -7, -12, -2, 0, -10, -1.0, 4, 13
CC(=O)c1cccc(NC(=O)CN2C(=O)NC3(CCCCCCC3)C2=O)c1
  1, -7, -1, 11[fluorescence artefact?], 0, -10, 0.6, -12, -7

Going on with the list.
smiles | Hck Nef HTS | TbHK1 inh | Runt-CBFb FRET | 14-3-3 Bad PPI | Runt-SMMHC FRET | Mdm2 ligase inh | zVAD death inh | p47phox inh | EBV gp42 block
Cc1ccc(-c2cc([C@H]3[C@H]4C=CC[C@@H](C)[C@@H]4C(=O)N3Cc3ccccc3)ccc2F)cc1 | 12 | -7 | 2 | 6 | -1 | -8 | 1.9 | 0 | -4
O=[N+]([O-])c1ccc(-c2csc(NN=C3CCCC3)n2)cc1 | 19 | -2 | 2 | -10 | 0 | -21 | -0.1 | 16 | -23
CC(C)(C)[C@H]1C=C(C(=O)NCc2nc3ccccc3[nH]2)O[C@@H](OCc2ccc(CO)cc2)C1 | 25 | -4 | 0 | -8 | 3 | 17 | -0.6 | -51 | -19
Cc1ccc(-n2nc(-c3ccc(OC(F)(F)F)cc3)cc2N)cc1C | 2 | -9 | 0 | 3 | -4 | -14 | 0.3 | -5 | -4
Cn1ncc(Cl)c1C(=O)Nc1ccc(Cl)cn1 | 1 | 4 | -1 | -5 | 2 | -13 | 0.0 | 2 | -11
c1ccc2c(c1)c1ccccc1n2CN1CCOCC1 | 4 | 4 | 1 | -12[fluorescence artefact?] | 5 | 1 | 1.8 | -11 | -7
Cn1c(C(=O)NC2CCCCC2)cc2c(=O)n(C)c3ccccc3c21 | 0 | -7 | -15 | 13[fluorescence artefact?] | 2 | -5 | 4.0 | 4 | -11
Cc1cc(C)nc(Sc2ccc(/C=C(\C#N)C(N)=O)o2)n1 | 4 | -28 | 1 | 10 | 4 | -7 | 0.2 | -8 | -10

Reprinted at random: 3 entries already listed, in no set order.
smiles | Hck Nef HTS | TbHK1 inh | Runt-CBFb FRET | 14-3-3 Bad PPI | Runt-SMMHC FRET | Mdm2 ligase inh | zVAD death inh | p47phox inh | EBV gp42 block
Cn1c(C(=O)NC2CCCCC2)cc2c(=O)n(C)c3ccccc3c21 | 0 | -7 | -15 | 13[fluorescence artefact?] | 2 | -5 | 4.0 | 4 | -11
Cn1ncc(Cl)c1C(=O)Nc1ccc(Cl)cn1 | 1 | 4 | -1 | -5 | 2 | -13 | 0.0 | 2 | -11
Cc1ccc(-c2cc([C@H]3[C@H]4C=CC[C@@H](C)[C@@H]4C(=O)N3Cc3ccccc3)ccc2F)cc1 | 12 | -7 | 2 | 6 | -1 | -8 | 1.9 | 0 | -4

Returning to the listing, starting two compounds before the break.
smiles | Hck Nef HTS | TbHK1 inh | Runt-CBFb FRET | 14-3-3 Bad PPI | Runt-SMMHC FRET | Mdm2 ligase inh | zVAD death inh | p47phox inh | EBV gp42 block
Cn1c(C(=O)NC2CCCCC2)cc2c(=O)n(C)c3ccccc3c21 | 0 | -7 | -15 | 13[fluorescence artefact?] | 2 | -5 | 4.0 | 4 | -11
Cc1cc(C)nc(Sc2ccc(/C=C(\C#N)C(N)=O)o2)n1 | 4 | -28 | 1 | 10 | 4 | -7 | 0.2 | -8 | -10
O=c1sc2ccccc2n1Cc1ccccc1 | 18 | 0 | 0 | -17 | 2 | 0 | 4.2 | -2 | -3
CCN(CC)S(=O)(=O)c1ccc(/C=C/C(=O)OCC(=O)NCc2ccc3c(c2)OCO3)cc1 | 15 | 2 | -1 | -10 | 1 | -6 | 2.4 | -11 | -8
O=C(O)CC(C(=O)Nc1cccc(C(F)(F)F)c1)C1CCCO1 (centres undefined) | 0 | 4 | -2 | 2[fluorescence artefact?] | 0 | -14 | 0.0 | -12 | -12
COc1ccc(/C=N/NC(=O)c2cc(-c3cccn3C)n[nH]2)cc1OC | 11 | -30 | 6 | -7[fluorescence artefact?] | 3 | 7 | 9.1 | -16 | 4
CN1CCN(C(=O)c2ccc(Cl)c(S(=O)(=O)N3CCCCC3)c2)CC1 | -20 | 4 | 1 | 4[fluorescence artefact?] | -6 | 1 | 1.1 | -10 | -8
NC(=O)CC(NC(=O)Cc1cccc2ccccc12)c1ccc(N2CCC(Br)CC2)c([N+](=O)[O-])c1 (centres undefined) | 24 | -5 | -4 | -4 | 2 | -3 | 1.5 | -11 | -10
COc1ccc([N+](=O)[O-])cc1NC(=O)CCC(=O)c1cccs1 | 17 | -9 | -1 | -7 | -1 | -11 | 0.8 | -1 | -10
Cc1cccc(NC(=O)CCCN2C(=S)NC(C)(C)CC2C)c1C (centres undefined) | -19 | -2 | 0 | -7 | 2 | 10 | 1.9 | 0 | -1

Additional compounds follow.
smiles | Hck Nef HTS | TbHK1 inh | Runt-CBFb FRET | 14-3-3 Bad PPI | Runt-SMMHC FRET | Mdm2 ligase inh | zVAD death inh | p47phox inh | EBV gp42 block
CCOC(=O)C(C)CC(C)C(=O)N1CCOCCOCCN(C(=O)C(C)CC(C)C(=O)OCC)CCOCC1 (centres undefined) | 1 | -5 | -6 | -3[fluorescence artefact?] | -1 | -21 | -0.1 | -6 | -18
O=C(Oc1ccc(-c2nccc(-c3ccccn3)n2)cc1)c1cccc(C(F)(F)F)c1 | 1 | 0 | -4 | -16 | -4 | -11 | 0.0 | -2 | -1
CC1=CC(=O)C(C(C)C)=CC1=NC(=O)c1ccc(C)cc1 | -12 | 4 | 1 | 12 | 12 | -18 | 44 | 10 | 3
CN1CCN(C(=O)C2=C[C@@H](C3CCCCC3)C[C@@H](OCc3ccc(CO)cc3)O2)CC1 | 11 | -9 | 0 | -2 | -6 | nt | -0.4 | -5 | -13
Cn1c(Cc2ccccc2)nnc1SCC(=O)Nc1ccc2c(c1)OCO2 | 1 | 7 | -1 | -1 | -102 | -15 | 0.2 | -1 | 0
CC(O)[C@H]1CNC(=O)C(=O)N1CCc1cccc(F)c1 (some centres undefined) | 18 | -8 | 3 | -2 | -5 | -16 | 0.5 | -4 | -23
FC(F)(F)c1nnc2ccc(NCn3nnc4ccccc43)nn12 | 5 | 1 | -1 | -1 | -4 | 5 | -0.1 | -12 | -7
c1ccc(CSc2ncn[nH]2)nc1 | -24 | 9 | 2 | -8 | 1 | -5 | 0.9 | 1 | -9

Other entries:
smiles | Hck Nef HTS | TbHK1 inh | Runt-CBFb FRET | 14-3-3 Bad PPI | Runt-SMMHC FRET | Mdm2 ligase inh | zVAD death inh | p47phox inh | EBV gp42 block
Cc1cc(C)c(C)c(S(=O)(=O)N2CCN(CC(=O)Nc3sccc3C#N)CC2)c1C | -2 | 27 | 0 | -34 | -6 | -7 | 1.5 | -84 | -13
CCCCC#Cc1ccccc1CC(=O)Nc1ccccc1 | 0 | 10 | -2 | 3 | 1 | nt | 1.6 | 1 | -7
COc1ccccc1NCC(=O)N/N=C(\C)c1cccs1 | 20 | -4 | nt | -6 | -2 | -14 | 0.3 | 4 | 7
FC(F)(F)Oc1ccc(NC(=S)Nc2ccccc2N2CCOCC2)cc1 | 8 | 9 | 1 | -5 | 1 | -14 | -0.8 | 0 | -8
O=C(CNc1ccccc1)N/N=C/c1c[nH]c2ccccc12 | 5 | -7 | 0 | 5 | -2 | -5 | 1.8 | -1 | 1
CCc1cccc(CC)c1NC(=O)Cn1c(-c2ccccc2Cl)nc2ccccc21 | 5 | -33 | -1 | -7[fluorescence artefact?] | 0 | nt | 0.7 | -13 | -14
CCCCC(CC(O)COCCC)C(=O)NN (centres undefined) | 24 | -4 | nt | -7 | nt | 7 | 3.2 | 2 | -20

Assay outcomes as filed in PubChem BioAssay.
